JMJD2C inh – inhibitors of GASC-1 histone demethylase, primary screen, biochemical, fluorescence, DELFIA europium | GST-JMJD2C(1-420) H3K9me3 demethylation | inhibition, % at 2.35 µM | AID 2099, 2009 | Lysine-specific demethylase 4C (Homo sapiens), Q9H3R0 | actives 0.069% (n = 330,000);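 active = more than half of a compound's replicate wells show inhibition beyond 50%, single wells judged on their own value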;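 also: signal counts dimethyl H3K9 product captured on neutravidin plate; 0% = median of DMSO wells and 100% = 0.3 times that DMSO median; strong numbers were not always called active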
Target sequence (Q9H3R0 1-420 limits assumed): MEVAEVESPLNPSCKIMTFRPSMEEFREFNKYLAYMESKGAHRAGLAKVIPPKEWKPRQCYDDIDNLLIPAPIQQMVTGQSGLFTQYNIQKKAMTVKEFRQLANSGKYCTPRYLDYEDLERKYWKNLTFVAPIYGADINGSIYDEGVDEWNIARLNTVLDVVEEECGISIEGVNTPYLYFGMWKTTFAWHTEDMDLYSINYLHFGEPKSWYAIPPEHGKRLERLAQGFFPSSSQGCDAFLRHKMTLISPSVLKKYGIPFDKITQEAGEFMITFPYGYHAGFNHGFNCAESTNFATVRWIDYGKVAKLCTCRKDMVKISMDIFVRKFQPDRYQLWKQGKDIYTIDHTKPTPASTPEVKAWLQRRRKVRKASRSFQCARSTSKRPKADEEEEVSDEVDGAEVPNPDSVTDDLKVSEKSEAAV
PP5 inh – PP5 phosphatase inhibitors, primary screen, biochemical, fluorescence. actives 0.18% (n = 320,000). inhibition, % at 6.7 µM. purified PP5c, OMFP substrate fluorescence. AID 1987, 2009;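 active = inhibition above the campaign's mean inhibition across all tested compounds plus 3 SD, cut at about 9.5% in these data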;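 also: 0% = DMSO only and 100% = 100 µM cantharidin control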
CTSL1 counter – Fasciola hepatica cathepsin L1 inhibitors, primary screen, counter-screen for PFM18AAP inhibitor project, biochemical, QFRET, fluorogenic peptide substrate | AID 1906, 2009 | inhibition, % at 5.96 µM | recombinant F. hepatica cathepsin L1, Z-Leu-Arg-MCA fluorescence | actives 0.49% (n = 300,000);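 active = inhibition above the mean of all tested compounds plus 3 SD, set per screening campaign, cut at about 17% in these data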;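 also: 0% = plate median of test compound wells and 100% = 1 µM Z-Phe-Ala-diazomethylketone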
proCasp3 act – activators of human procaspase-3 D3A mutant, primary screen, biochemical, absorbance, PC-3 D3A mutant, single concentration | Caspase-3 (Homo sapiens), P42574 | recombinant procaspase-3 D3A, Ac-DEVD-pNA absorbance 405 nm | activation, % at 8.5 µM | actives 0.11% (n = 330,000);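 active = activation above the mean of all tested compounds plus 3 SD, cut at about 21% in these data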;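 also: 0% = DMSO alone and 100% = DMSO wells spiked with extra 5 µM PC-3 D3A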
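Assay system – Procaspase-3 D3A mutant, all three cleavage aspartates alanine · Controls – DMSO-only low control, 5 µM PC-3 D3A high control · Schedule – 1 h compound preincubation, 2 h substrate hydrolysis at 25 °C · Signal – 405 nm absorbance of p-nitroaniline, reads at 0 and 120 min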
Efflux pump mplx – inhibitors of Candida efflux pumps in yeast, primary screen, S. cerevisiae, Nile Red, multiplex. AID 485275, 2010. actives 0.44% (n = 330,000). S. cerevisiae Candida pump triplex. inhibition, % at 10 µM;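 active = plate passing quality check with inhibition over a set limit, or well fluorescence over plate mean plus 4 SD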;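 also: Nile Red retained in pooled yeast measured as flow cytometry median fluorescence; 0% = buffer negative control and 100% = Enniatin B positive control; higher means more Nile Red kept so more efflux inhibition; some compounds called inactive have numbers as strong as hits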
PP1 counter – PP1-alpha phosphatase inhibitors, primary screen, counter-screen for PP5 inhibitor project, biochemical, fluorescence, OMFP substrate, single point | purified PP1alpha | inhibition, % at 6.7 µM | actives 0.9% (n = 320,000);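 active = inhibition above the mean inhibition of all tested compounds plus 3 SD, computed separately for each screening campaign, cut at about 15% in these data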
Target sequence (P62136 whole entry, looked up): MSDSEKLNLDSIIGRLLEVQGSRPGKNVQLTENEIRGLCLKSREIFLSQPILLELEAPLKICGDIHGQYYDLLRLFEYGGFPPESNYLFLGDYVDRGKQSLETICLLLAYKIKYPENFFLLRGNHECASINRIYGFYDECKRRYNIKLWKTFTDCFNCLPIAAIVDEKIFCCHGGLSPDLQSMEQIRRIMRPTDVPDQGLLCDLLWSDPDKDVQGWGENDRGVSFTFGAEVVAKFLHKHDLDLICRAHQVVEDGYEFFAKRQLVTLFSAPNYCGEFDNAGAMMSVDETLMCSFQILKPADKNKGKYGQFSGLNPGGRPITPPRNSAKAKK
core dimer inh – inhibitors of HCV core protein dimerization, primary screen, biochemical, TR-FRET, high-throughput; TR-FRET GST/Flag-core106 dimerization, 1536-well; inhibition, % at 5 µM; actives 0.33% (n = 300,000); AID 1899, 2009;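 active = inhibition above the mean of all tested compounds plus 3 SD, set per screening campaign, cut at about 45% in these data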
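Assay system: Tagged HCV core106 pair (GST and Flag) | Buffer or medium: KF-containing HEPES buffer, pH 7.45, DTT, CHAPS, BSA | Also added: Eu donor and XL665 acceptor anti-tag antibodies | Dosing: One concentration, 5 µM, in 0.5% DMSO | Timing: 4 h at 22.5 °C | Technique: TR-FRET 671 and 617 nm emission | Repeats: Singlicate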
TPT1 inhibitor – Candida albicans TPT1 enzyme inhibitors, primary screen, biochemical, fluorescence polarization. tRNA 2'-phosphotransferase TPT1 (Candida albicans SC5314). recombinant caTPT1, FP RNA substrate dephosphorylation. inhibition, % at 5 µM. actives 0.81% (n = 300,000);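 active = inhibition above the mean of all tested compounds plus 3 SD, set per screening campaign, cut at about 24% in these data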;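 also: plate controls were DMSO alone for no effect and ferristatin control at 100 nM for full effect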
proCasp7 act – procaspase-7 activators, primary screen, counter-screen for procaspase-3 activator project, biochemical, absorbance, HTS, human; Caspase-7 (Homo sapiens), P55210; recombinant procaspase-7, Ac-DEVD-pNA absorbance 405 nm; D23A/D198A/D206A triple mutant, cannot self-cleave; scale: DMSO 0, 5 µM enzyme 100; activation, % at 8.5 µM; actives 0.093% (n = 330,000); AID 463210, 2010;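 active = percent activation above the screen-wide mean plus 3 SD, cut at about 25% in these data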
Target sequence (P55210 whole entry D23A/D198A/D206A): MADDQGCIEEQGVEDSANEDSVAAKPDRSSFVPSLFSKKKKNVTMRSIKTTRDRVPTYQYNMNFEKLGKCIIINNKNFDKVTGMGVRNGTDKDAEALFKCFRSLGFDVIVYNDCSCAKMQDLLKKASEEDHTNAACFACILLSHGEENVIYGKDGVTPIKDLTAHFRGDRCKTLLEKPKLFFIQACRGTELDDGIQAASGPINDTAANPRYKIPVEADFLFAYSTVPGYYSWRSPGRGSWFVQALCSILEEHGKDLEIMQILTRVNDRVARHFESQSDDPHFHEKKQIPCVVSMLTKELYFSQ
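Material: Procaspase-7 triple mutant (PC-7 D3A) | Quantity: 2 µM procaspase-7 mutant as dispensed | Reagent: DEVD-pNA substrate | Times: 1 h preincubation, 2 h reaction | Technique: 405 nm absorbance of p-nitroaniline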
Numbers without * were called inactive; . = no result given; & = joins results of further samples.

SMILES	JMJD2C inh	PP5 inh	CTSL1 counter	proCasp3 act	Efflux pump mplx	PP1 counter	core dimer inh	TPT1 inhibitor	proCasp7 act
Cc1cc(NC(=O)CCC(=O)N(Cc2ccc(F)cc2)C(C(=O)NC2CCCC2)c2ccco2)no1 (configuration not stated)	-3	-0.3	5	-6	-0.2	3	-6	-2	5
CC(=O)N1CCC(C(=O)Nc2ccc(S(=O)(=O)N3CCC(C)CC3)cc2)CC1	-3	0.3	0	4	0.0	-3	-7	-4	8
COc1ccc(OCCOCCN2CCc3ccccc3C2)cc1	5	-1.5	1	0	0.0	-2	-2	2	2
COc1ccc(CN2CCNC(=O)C2CC(=O)NC2CCCCCC2)c(C)c1C (configuration not stated)	13	1.7	9	5	-0.1	0	-4	-2	7
O=C(Nc1cccc(C(F)(F)F)c1)c1scc2c1OCCO2	-3	0.4	-7	-1	0.3	-3	2	-1	1
CCOC(=O)N1CCN(C(=O)c2cc3cc(Br)ccc3oc2=O)CC1	-1	4.0	3	1	0.0	1	-1	0	4
O=[N+]([O-])c1ccc(CSC2=NCCS2)cc1	-2	1.4	2	5	0.2	2	12	0	1
CCn1c(CNC(=O)c2ccccc2F)nnc1SCc1nc2ccccc2c(=O)[nH]1	-22	0.2	-6	-8	0.5	-3	3	-4	-7
CCCCCC(=O)Nc1cc(S(=O)(=O)N2CCCCC2)ccc1N1CCOCC1	-1	3.1	0	2	2.3	3	3	0	-1
COc1ccc(C(=O)NC2CCN(S(=O)(=O)c3ccccc3F)CC2)cc1	13	-0.6	-1	10	-0.1	0	-4	-1	-3
O=C(CN1C(=O)NC2(CCOc3ccccc32)C1=O)NCCc1ccc(F)cc1 (configuration not stated)	8	.	.	-4	-0.2	.	.	.	2
CC(=O)Nc1cccc(C(=O)Nc2ccccc2C(=O)O)c1	7	-2.7	5	6	-0.1	-5	-4	-1	-7
CN(CC(=O)NC1CCCCCC1)S(=O)(=O)c1ccccc1	0	-2.0	-1	6	0.0	-5	1	2	2
Cc1cc(C)n(C(=O)c2ccc(NC(=O)CC(C)C)cc2)n1	-20	-3.0	-1	4	0.1	-5	-2	1	6
Cc1ccc[n+](-c2nc3ccccc3nc2C(=C=[N-])C#N)c1	-9&1	-0.6&3.1	2&-1	-7&-3	0.4&0.2	-2&-3	-5&-4	15&22	-8&-2
COc1ccc(-c2c3c(=O)n(C)c(=O)n(C)c3cn2-c2cc(OC)ccc2OC)cc1	-3	2.0	1	-4	-0.1	-2	12	-1	-5
CC(C)(C)NS(=O)(=O)c1ccc(NS(=O)(=O)Cc2ccccc2)cc1	-8	-0.3	2	2	-0.3	0	-5	0	14
CN(CC(=O)NCc1ccc2c(c1)OCO2)CC(=O)Nc1ccc(F)c(F)c1F	-1	2.5	.	3	0.3	-3	.	.	-1
Cc1ccc(S(=O)(=O)N2CCN(C(=O)CSc3nnc(C)c(=O)[nH]3)CC2)cc1	-6	-0.6	1	2	-0.1	-1	2	0	-1
COCCOC(=O)c1[nH]c2c(c1C)C(=O)CC(c1ccc(OC)cc1)C2 (configuration not stated)	16	-0.5	6	3	-0.1	3	0	-6	-2
CCCn1cc(CN2CCC(Cc3cccc(F)c3)(C(=O)OCC)CC2)c(C)n1	5	-0.6	-1	1	0.0	1	4	1	9
CCOC(=O)C1CCN(Cc2ccc(OC)cc2OC)CC1	-24	-0.2	-1	6	-0.1	-1	0	-1	5
COc1cc(C(Nc2ccccn2)c2ccc3ccc(C)nc3c2O)cc(OC)c1O (configuration not stated)	9	3.2	3	-5	-0.2	1	-5	1	-4
COc1ccc(-c2nnc(SCC(=O)NNC(=O)Cc3ccccc3)n2C)cc1OC	-2	1.2	-2	0	-0.1	0	-4	-1	-5
Cc1ccc(C)c(N2CCN(CC(=O)Nc3ccc([N+](=O)[O-])cc3C(=O)Nc3ccccc3F)CC2)c1	-16	1.2	1	2	0.1	9	8	-9	-8
CC1=NN(c2ccccc2)C(=O)C1C(=O)c1ccccc1 (configuration not stated)	-8	0.1	-1	-1	-0.3	1	-10	-2	-3
S=C1NCCOCCOCCOCCOCCNC(=S)N2CCOCCOCCN1CCOCC2	26	2.7	-2	0	0.1	-2	7	0	2
CC(Sc1nnc(Nc2ccccc2)s1)C(=O)NC1CCCc2ccccc21 (configuration not stated)	-19	3.7	-10	-4	0.8	-1	4	0	-6
O=C(Oc1ccccc1N1C(=O)C2CCCCC2C1=O)c1ccc(Cl)cc1 (configuration not stated)	-4	-0.2	-7	-4	-0.1	4	0	-1	2
CCOc1ccccc1N1CCN(c2nc3ccccc3nc2C(C#N)C(=O)OC(C)C)CC1 (configuration not stated)	68	2.1	-3	8	-0.1	0	5	2	-3
Cn1c(=O)[nH]c(=O)c2c1nc(N/N=C/c1cccnc1)n2Cc1ccc(Cl)cc1	3	4.3	1	5	-0.2	-4	-1	0	3
COc1cc(-c2ccc(=O)[nH]n2)ccc1OC(F)F	-1	-2.1	0	2	-0.1	2	-9	-4	-1
COC(=O)c1cc(C)sc1NC(=O)CN1CCN(C(=O)c2ccco2)CC1	0	1.0	-5	-8	-1.0	3	-9	1	-3
O=C(CCCOc1ccc(Cl)cc1Cl)NCc1ccncc1	-5	1.8	-5	7	0.0	-1	3	-3	7
COc1cc(NC(=O)c2cc(OC)c(OC)c(OC)c2)c(OC)cc1NC(=O)CN1CCCCC1	-5&-2	2.2	4	1	0.0	2	2	1	7
CCOc1ccccc1NC(=O)c1ccc(S(=O)(=O)N2CCOCC2)cc1	-2	1.1	-3	0	0.0	-5	-6	1	7
COc1cccc(NC(=S)N2CCC(NC(=O)C3CCCCC3)CC2)c1	7	0.4	-4	-2	-0.1	-1	7	-4	-16
Cc1ccc(NC(=O)COc2ccc(/C=C3/NC(=O)NC3=O)cc2)cc1	-30	3.0	5	8	0.2	19*	1	2	-2
Oc1ccccc1-c1cc(C(F)(F)C(F)F)[nH]n1	-1	1.6	2	-7	-0.1	-2	1	-3	-6
Cc1cc(NC(=O)CO/N=C/c2ccc3c(c2)OCO3)ccc1Br	1	1.1	-2	3	0.1	3	1	2	6
CC(=O)Nc1ccc(S(=O)(=O)N2CCC3(CC2)OCCO3)cc1	5	1.7	-2	2	-0.1	2	-11	1	10
COc1ccccc1CNC(=O)C(NC(=O)c1ccc(C)cc1)C(C)C (configuration not stated)	0	-0.1	3	9	-0.1	-1	-2	-3	8
Cn1nc(CC(=O)NCc2ccc(C(F)(F)F)cc2)c2ccccc2c1=O	5	3.8	-3	7	0.0	-3	0	0	10
O=C(Nc1ccc(-n2cnnn2)cc1)C1CCCN1C(=O)NC1CCCCC1 (configuration not stated)	12	-0.1	0	3	0.0	-1	-4	-6	-3
COc1ccc(C(C(=O)NC2CCCCC2)N(Cc2cccs2)C(=O)Cc2c[nH]c3ccccc23)cc1 (configuration not stated)	-1	3.4	5	1	0.0	3	2	0	2
COc1cccc(Sc2ccccc2/C=N/NC(N)=O)c1	-10	-9.4	14	-2	-0.3	12	4	-13	4
COc1cccc(CN2CCC(C(=O)N3CCN(Cc4ccc5c(c4)OCO5)CC3)CC2)c1	-2	3.0	-3	-3	-0.1	1	10	0	11
O=C1C2C(c3ccccc3)C=CC(c3ccccc3)C2C(=O)N1CCCO (configuration not stated)	3	-4.8	-9	0	0.7	-8	-3	-3	5
COc1ccccc1NC(=O)c1cnc(Nc2ccccc2OC)c2ccccc12	7	5.5	-1	17	-0.1	-1	0	0	31*
CCc1ccc(CCC(=O)Nc2ccc(C)c(C)c2)o1	0	1.9	-1	4	-0.2	2	-3	2	-5
CC(C)NC(=O)c1ccc(CSCc2ccccc2Cl)o1	-19	1.2	-1	-1	-0.1	0	-6	-6	5
COc1ccccc1-c1ccc(/C=N/O)o1	7	-0.5	2	7	0.1	-5	-4	-4	6
CCn1ccc2cc(OC)ccc2c1=S	-7	-0.8	1	0	0.0	-5	7	-5	-8
C=CCC1(C#N)C(=S)NC(C)=C(C(=O)OCC)C1c1ccccc1 (configuration not stated)	7	0.5	4	-1	-0.1	1	0	-4	-5
CC1CCCCN1C(=S)NC(=O)c1ccccc1 (configuration not stated)	11	-1.6	.	1	-0.2	0	.	.	-15
O=C(O)CC(c1ccccc1)n1cnnn1 (configuration not stated)	-2	-1.6	3	-3	0.0	-4	1	-6	8
CCOC(=O)c1sc(=S)n(-c2cccc(OC)c2)c1N	14	2.1	2	-19	-0.2	5	-3	0	-33
COc1ccc(NC(=O)COC(=O)C2CCC(C(C)(C)C)CC2)c([N+](=O)[O-])c1 (configuration not stated)	-11	1.1	0	-7	-0.4	-1	-3	-5	-2
CN(C)/C(=N\O)c1c(Cl)cccc1Cl	-1	-0.8	-3	-10	0.0	0	1	1	1
Cc1ccccc1Cn1ccc(NC(=O)CCSc2nc(-c3ccco3)cc(C(F)(F)F)n2)n1	3	5.2	3	-4	0.0	8	21	2	6

Some of these compounds in order of count of non-hydrogen atoms, ascending.
SMILES	JMJD2C inh	PP5 inh	CTSL1 counter	proCasp3 act	Efflux pump mplx	PP1 counter	core dimer inh	TPT1 inhibitor	proCasp7 act
CCn1ccc2cc(OC)ccc2c1=S	-7	-0.8	1	0	0.0	-5	7	-5	-8
COc1ccccc1-c1ccc(/C=N/O)o1	7	-0.5	2	7	0.1	-5	-4	-4	6
CCOC(=O)c1sc(=S)n(-c2cccc(OC)c2)c1N	14	2.1	2	-19	-0.2	5	-3	0	-33

(cont.)
SMILES	JMJD2C inh	PP5 inh	CTSL1 counter	proCasp3 act	Efflux pump mplx	PP1 counter	core dimer inh	TPT1 inhibitor	proCasp7 act
S=C(NCCc1ccccc1)N/N=C/c1c(Cl)cccc1Cl	13	-1.7	1	1	-0.2	8	11	1	17
O=C(COC(=O)c1ccc(F)c(S(=O)(=O)N2CCCCC2)c1)NCc1ccc(F)cc1	-4	-0.6	-12	-8	0.1	-3	1	1	11
COCCOC(=O)C1=C(C)N(Cc2ccccc2)C(=O)NC1c1ccc(OC)cc1 (configuration not stated)	6	2.9	2	6	0.0	8	4	0	-1
O=C(CN(c1ccc(Br)cc1)S(=O)(=O)c1ccc(Cl)c([N+](=O)[O-])c1)NCCc1ccccc1	-25	0.9	-2	-4	0.0	3	2	1	-5

Rows were taken by chance. About 2.9% of those tested had a hit in this group.
